ABCB6 inh MLPCN – inhibitors of human ABC transporter ABCB6; hit rate 0.19% among 360,000; K562-ABCB6 porphyrin accumulation, flow cytometry, 1 h; active compounds read low; fluorescence ratio to DMSO, % at 10 µM; Q9NP58;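 active means fluorescence ratio to DMSO below 75%, the collection mean minus 3 SD; inconclusive means too few cells collected in the well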;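 further: signal is porphyrin accumulated inside mitochondria; 100% equals median channel fluorescence of DMSO control wells; lower ratio means ABCB6 inhibition with less porphyrin fluorescence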
aDG glyco act – increases alpha dystroglycan glycosylation; Pro5-aDG cells, alpha-DG glycosylation AlphaScreen (IIH6); 0% Pro5, 100% B10-LARGE cell signal; activation, % at 10 µM; hit rate 0.22% among 360,000; AID 624168;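 active means activation of at least 8% versus controls, or a plate z-score of at least 8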;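 further: Pro5 are CHO cells carrying HIG-tagged alpha-DG that lacks glycosylation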
H9c2 protect – protects H9c2 cardiomyocytes from peroxide injury. H2O2 injury protection, ATPLite, 2 h. protection from H2O2 cell death, % at 20 µM. hit rate 0.63% among 360,000. AID 588492;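 active means compounds giving at least 50% protection of heart cells from peroxide-induced death in the single-dose screen, raw or plate-pattern-corrected value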;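 further: 0% = DMSO wells with peroxide and 100% = DMSO wells without peroxide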
iPSC survival up – hiPSC single-cell survival enhancement. hit rate 0.044% among 360,000. ATPlite luminescence; 100% = ROCK inhibitor wells, 0% = DMSO. survival enhancement, % at 20 µM; in the data active means survival enhancement above about 18%;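 further: cells exposed to compounds for 16 hours before the ATP read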
Granule exo inh – blocks lytic granule exocytosis; TALL-104 LAMP-1 surface exposure, flow cytometry; cells stimulated with thapsigargin and PMA; hit rate 0.66% among 360,000; inhibition, % at 10 µM;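 active means inhibition above about 55%, limit read from the data; inconclusive means no clear call, values can overlap the other calls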
MC4R antag cAMP – antagonists of human melanocortin 4 receptor (MC4R); P32245; MC4R-expressing cells, MTII-stimulated cAMP, LANCE TR-FRET; inhibition, % at 6.5 µM; hit rate 0.48% among 360,000; AID 540295;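 active means inhibition above its plate's cutoff, the mean of tested wells on that plate plus 3 SD, cut at about 29% in these data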;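 further: 0% = Melanotan II alone and 100% = Melanotan II plus saturating MCL0020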
Target sequence (P32245 whole entry, looked up): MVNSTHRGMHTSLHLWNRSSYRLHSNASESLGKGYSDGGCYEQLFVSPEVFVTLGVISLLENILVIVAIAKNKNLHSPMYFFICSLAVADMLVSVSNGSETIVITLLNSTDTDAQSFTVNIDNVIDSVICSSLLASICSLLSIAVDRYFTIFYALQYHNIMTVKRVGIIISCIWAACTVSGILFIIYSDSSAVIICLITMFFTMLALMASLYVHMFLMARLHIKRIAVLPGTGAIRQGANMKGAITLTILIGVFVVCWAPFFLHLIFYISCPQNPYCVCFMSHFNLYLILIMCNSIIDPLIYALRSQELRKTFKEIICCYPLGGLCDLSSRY
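System: U2OS-MC4R stable cell line; Technique: Eu-cAMP/anti-cAMP TR-FRET, emission 671 nm; Repeats: single well per compound; Also added: Melanotan II; Dosing: one concentration, 6.5 µM nominal; Schedule: 30-min compound, 1-h challenge, 1-h detection, room temperature.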
HTR2A ag – activates the mouse 5-HT2A serotonin receptor; CHO-K1 mHTR2A beta-arrestin complementation, luminescence; percent of 30 µM serotonin response; activation, % at 7.6 µM; hit rate 0.66% among 360,000; AID 624169;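 active means activation above a run cutoff, the mean activation of all tested compounds plus 3 SD, cut at about 14% in these data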;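 further: 0% = plate median of compound wells and 100% = 30 µM serotonin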
Target sequence (P35363 whole entry, looked up): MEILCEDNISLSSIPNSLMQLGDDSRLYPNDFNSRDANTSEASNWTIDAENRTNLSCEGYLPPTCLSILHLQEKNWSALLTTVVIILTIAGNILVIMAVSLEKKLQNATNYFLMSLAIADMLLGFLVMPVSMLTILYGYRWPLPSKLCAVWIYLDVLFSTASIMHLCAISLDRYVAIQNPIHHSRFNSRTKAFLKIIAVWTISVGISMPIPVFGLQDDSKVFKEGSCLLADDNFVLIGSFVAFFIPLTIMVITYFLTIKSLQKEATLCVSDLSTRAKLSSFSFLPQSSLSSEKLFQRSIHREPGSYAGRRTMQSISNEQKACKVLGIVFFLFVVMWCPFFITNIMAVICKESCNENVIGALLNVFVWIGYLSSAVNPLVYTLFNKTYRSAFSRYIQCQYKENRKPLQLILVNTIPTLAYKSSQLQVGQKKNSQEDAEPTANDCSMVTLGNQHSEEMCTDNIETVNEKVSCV
N-glyco inh – N-linked glycosylation inhibition; D54 ERlucT glycosylation luciferase reporter, 24 h; percent of 100 nM tunicamycin response; AID 588692; hit rate 0.23% among 360,000; reporter increase, % at 12.5 µM;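 active means mean luciferase reporter signal, scaled so untreated is 0 and the glycosylation-blocking control 100, at or above a set limit in every replicate; inconclusive means mean reaches the limit but not every replicate does; inactive means mean below the limit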;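 further: luciferase carries N-glycosylation sites so blocking glycosylation raises the light; 0% = median of neutral control wells and 100% = median of 100 nM tunicamycin wells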
MC4R barr agon – activates human MC4R beta-arrestin recruitment | U2OS MC4R beta-arrestin complementation, luminescence; percent of melanotan II response, DMSO zero | activation, % at 8.9 µM | hit rate 0.98% among 360,000 | AID 540308;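 active means activation above a per-plate cutoff, the mean activation of sample wells on that plate plus 3 SD, cut at about 8% in these data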
ABHD5-PLIN5 inh – inhibitors of human ABHD5-perilipin-5 interaction; AID 602281; Split G. princeps luciferase complementation, luminescence, 4 h; Q00G26+Q8WTS1; inhibition, % at 4 µM; hit rate 0.78% among 360,000;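 active means inhibition above the mean inhibition across every tested compound plus 3 SD, cut at about 22% in these data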;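 further: 0% = DMSO only wells and the 100% control is not disclosed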
Active calls of the source: *; ? = inconclusive; / = no result given.

SMILES	ABCB6 inh MLPCN	aDG glyco act	H9c2 protect	iPSC survival up	Granule exo inh	MC4R antag cAMP	HTR2A ag	N-glyco inh	MC4R barr agon	ABHD5-PLIN5 inh
Cn1c(NC(=O)c2cccc(Cn3cc(Cl)cn3)c2)nc2ccccc21	103	0.0	-1	0.0	-4	3	6	5	4.8	-4
Cc1ccc(NC(=O)CSc2nccc(=O)[nH]2)c(S(=O)(=O)N2CCOCC2)c1	107	-0.1	-4	2.3	-2	1	1	2	-1.4	2
COC(=O)c1sc(-c2ccc(Cl)cc2)cc1N	95	0.0	-9	-0.5	-6	-4	-3	-1	-0.3	1
C=CCSc1nc2c(c(=O)n(C)c(=O)n2C)n1CC	103	-0.1	1	0.2	-1	8	9	0	0.8	8
Cn1c(N)c(C(=O)CSc2nnc(-c3cccs3)n2C2CC2)c(=O)[nH]c1=O	99	-0.3	-2	0.2	-8	-4	-11	1	-3.2	-16
COC(=O)c1ccc(COc2ccc(/C=N/Nc3cccc(C(=O)O)c3)cc2)cc1	99	0.0	-3	-0.1	2	16	-2	-9	-0.6	2
O=C(Oc1ccccc1)N1CCN(C(=O)c2ccco2)CC1	98	0.0	6	-0.5	-2	1	-9	1	-1.6	7
COC(=O)NCC(C)OC(=O)Nc1ccc(Cl)cc1 (stereo not drawn)	95	0.1	-4	1.4	0	-1	-1	0	-0.4	-7
CC(=O)Nc1ccc2c3c(ccc([N+](=O)[O-])c13)CC2	95	0.0	4	6.1	0	1	8	-2	-0.2	-5
O=C(NC1CCCC1)C(c1ccccc1)N(Cc1cccnc1)C(=O)Cc1cccs1 (stereo not drawn)	99	-0.2	6	-0.2	1	16	-4	3	-0.7	-4
COc1cccc(C2Oc3ccccc3C3CC(c4cccs4)=NN32)c1 (stereo not drawn)	107	0.0	8	3.1	-1	-5	-6	1	-1.1	22*
Cc1cc(C)c(S(=O)(=O)Nc2cccc(/C=C/C(=O)O)c2)c(C)c1	100	0.0	2	-1.5	4	5	0	2	-2.4	1
NC(=O)N/N=C1\c2ccccc2-c2c(C(N)=O)cccc21	100	-0.2	7	0.6	2	5	13	5	-0.4	4
COc1ccc(C(C[N+](=O)[O-])c2c(C)cc3ccccn23)c(OC)c1 (stereo not drawn)	104	0.9	4	-0.2	27	6	0	8	-1.2	30*
COc1ccccc1CNC(=O)C(C)NS(=O)(=O)c1ccccc1 (stereo not drawn)	92	0.0	16	1.8	0	-2	-18	-4	-2.2	-7
CCn1c(SCC(=O)NCc2ccc3c(c2)OCO3)nnc1-c1cccs1	100	0.1	1	1.5	-1	-1	3	0	-1.4	-4
CCCCCCNCCn1cnc2c(N)ncnc21	99	-0.1	3	-1.1	-1	-3	-2	4	-3.0	5
O=C(CSc1nnc(-c2ccccc2O)o1)N1CCOCC1	98	-0.1	-4	-0.4	-8	9	-15	-2	1.2	-2
CCC1(C)Cc2c(C#N)c(N)n(-c3ccccc3)c(=S)c2CO1 (stereo not drawn)	98	-0.2	2	3.3	-2	0	5	5	0.8	-1
C/C(CC(=O)N1CCN(C=O)CC1)=N\NC(=O)c1ccc(Cl)cc1	101	-0.4	7	-1.0	-1	25	-1	1	-1.8	-2
C[C@H](NC(=O)c1nc[nH]c1C(=O)N1CCN(C(=O)OC(C)(C)C)CC1)C(=O)OCc1ccccc1	99	-0.4	14	-1.2	36	10	-12	0	-0.4	7
Cc1ccc(CCCOC(=O)C[N+]2(C)CCCCC2)cc1	113	0.7	-4	-0.7	-11	4	3	-1	-2.1	-7
CS(=O)(=O)N1CCC(C(=O)NCc2ccc(F)cc2)CC1	88	-0.4	3	0.3	-2	-4	-1	0	-1.9	3
CC(OC(=O)c1ccccc1N1C(=O)C2C3CCC(C3)C2C1=O)C(=O)c1ccccc1 (stereo not drawn)	102	-0.3	7	0.1	0	2	3	1	-0.6	5
CCCn1ccnc1SC(C)C(=O)Nc1c(C)n(C)n(-c2ccccc2)c1=O (stereo not drawn)	97	0.3	1	-2.1	2	-1	-3	1	0.3	-3
CCN(C(=O)CN1CCN(C)CC1)c1c(N)n(Cc2ccccc2)c(=O)[nH]c1=O	93	0.0	10	0.2	12	7	-3	-1	-0.8	-2
COCC(=O)Nc1cc([N+](=O)[O-])ccc1C	95	0.0	11	-0.9	4	-12	-2	1	1.6	8
Cc1ccc(C)c(N2CCN(C(=O)CCC(=O)N3CCOc4ccc(Cl)cc43)CC2)c1	?	0.7	-6	-1.7	2	-1	-2	-2	-0.2	1
O=C(NC1CC1)c1cccc(Oc2ccccc2)c1	96	0.1	-4	1.1	-3	3	4	0	-1.5	4
O=c1cc(COn2nnc3ccc(C(F)(F)F)cc32)nc2sccn12	96	-0.2	-2	-0.6	2	-1	-2	2	-1.6	-2
CCN(CC)c1ccc(-c2n[nH]c(=S)n2-c2ccccc2C)cc1	99	0.7	-5	3.3	10	5	0	0	-4.7	-12
COc1ccc(C)cc1NC(=O)CNCc1cccs1	112	0.3	-4	-0.4	-8	20	0	1	3.6	-14
CCOc1cc(C2NN=C(c3ccccc3)S2)ccc1OCc1ccccc1Cl (stereo not drawn)	89	-0.1	-26	-2.1	0	7	1	/	0.2	-2
CCCC(=O)Nc1ccc2c(c1)nc(CN1CCN(C(C)=O)CC1)n2C	91	0.0	5	-2.2	2	-1	3	1	-0.7	-5
COCCn1nnnc1CN1CCC(C)CC1	99	0.0	1	-1.1	0	3	-1	2	-0.1	1
CCOc1ccc(S(=O)(=O)N2CCN(c3ccccc3)CC2)c2cccnc12	95	0.0	5	0.9	-5	-5	-3	2	-1.6	3
Cc1nn(C)cc1/C=C/C(=O)c1cccs1	95	0.1	-5	-1.2	-1	0	-6	3	-0.8	1
Cc1cc(=O)oc2cc(OCC(=O)NCCCN3CCOCC3)ccc12	95	-0.2	0	0.0	-1	-2	10	1	-0.1	-3
COc1cccc(C(=O)NCCN2CCOCC2)c1	101	-0.2	-2	1.7	-2	12	5	0	-0.9	11
O=C(Nc1ccc(Br)cc1)c1csc(-c2ccncc2)n1	96	0.6	-17	3.0	0	7	-5	-1	-0.2	-1
O=c1oc2c(CN3CCOCC3)c(O)c(Cl)cc2c2c1CCCC2	102	-0.1	-8	4.0	14	4	-1	2	1.1	2
CCOC(=O)[C@H]1[C@H]2COc3ccc(OC)cc3[C@@H]2N2C(=O)c3ccc(F)cc3NC(=O)[C@@]12C	98	-0.3	-5	1.3	-3	0	5	8	-0.2	-1
Nc1nonc1-n1nnc(C(=O)N/N=C/c2cccs2)c1-c1ccc2c(c1)OCO2	107	-0.1	0	0.5	10	10	-2	3	-0.8	15
CC[C@@]1(C(=O)OC)N[C@H](CN(C)C(=O)Nc2ccc(C)cc2)[C@@H]2C(=O)N(Cc3ccccc3)C(=O)[C@@H]21	98	0.4	0	-0.7	-2	0	2	6	-1.4	-10
COc1ccc(CNC(=O)c2ccc(SC)cc2OC)cc1	103	0.2	-2	1.6	-2	-2	3	0	-1.9	-5
CCC(C)N1CCCC1C(=O)Nc1c(C)cc(C)cc1C (stereo not drawn)	100	0.0	-6	-1.8	-6	4	-1	1	2.4	-1
COc1ccc(CCN2CC(C(=O)OCC(=O)Nc3c(C)nn(-c4ccccc4)c3C)CC2=O)cc1OC (stereo not drawn)	97	-0.2	5	2.2	-1	15	7	0	-3.4	9
O=C(O)CC(NC(=O)C1c2ccccc2Oc2ccccc21)c1ccc(Cl)cc1 (stereo not drawn)	103	-0.3	-2	3.7	-2	11	-3	-1	-0.4	-1
O=C(NNc1nc2cc3c(cc2s1)OCCO3)c1ccccc1	91	0.0	-3	0.2	0	1	3	1	-2.5	-7
CC1CCC(NC(=O)C2CC(=O)N(c3ccc4c(c3)OCCO4)C2)CC1 (stereo not drawn)	101	0.1	-5	-2.4	2	12	-3	0	-1.8	3

Single records, from the list above.
CC[C@@]1(C(=O)OC)N[C@H](CN(C)C(=O)Nc2ccc(C)cc2)[C@@H]2C(=O)N(Cc3ccccc3)C(=O)[C@@H]21 across the screens: ABCB6 inh MLPCN = 98; aDG glyco act = 0.4; H9c2 protect = 0; iPSC survival up = -0.7; Granule exo inh = -2; MC4R antag cAMP = 0; HTR2A ag = 2; N-glyco inh = 6; MC4R barr agon = -1.4; ABHD5-PLIN5 inh = -10
O=C(O)CC(NC(=O)C1c2ccccc2Oc2ccccc21)c1ccc(Cl)cc1 (stereo not drawn) across the screens: ABCB6 inh MLPCN = 103; aDG glyco act = -0.3; H9c2 protect = -2; iPSC survival up = 3.7; Granule exo inh = -2; MC4R antag cAMP = 11; HTR2A ag = -3; N-glyco inh = -1; MC4R barr agon = -0.4; ABHD5-PLIN5 inh = -1

6 entries drawn at random from the list so far, as already listed:
SMILES	ABCB6 inh MLPCN	aDG glyco act	H9c2 protect	iPSC survival up	Granule exo inh	MC4R antag cAMP	HTR2A ag	N-glyco inh	MC4R barr agon	ABHD5-PLIN5 inh
C[C@H](NC(=O)c1nc[nH]c1C(=O)N1CCN(C(=O)OC(C)(C)C)CC1)C(=O)OCc1ccccc1	99	-0.4	14	-1.2	36	10	-12	0	-0.4	7
COc1ccc(CCN2CC(C(=O)OCC(=O)Nc3c(C)nn(-c4ccccc4)c3C)CC2=O)cc1OC (stereo not drawn)	97	-0.2	5	2.2	-1	15	7	0	-3.4	9
Nc1nonc1-n1nnc(C(=O)N/N=C/c2cccs2)c1-c1ccc2c(c1)OCO2	107	-0.1	0	0.5	10	10	-2	3	-0.8	15
COCCn1nnnc1CN1CCC(C)CC1	99	0.0	1	-1.1	0	3	-1	2	-0.1	1
CC1CCC(NC(=O)C2CC(=O)N(c3ccc4c(c3)OCCO4)C2)CC1 (stereo not drawn)	101	0.1	-5	-2.4	2	12	-3	0	-1.8	3
CC(OC(=O)c1ccccc1N1C(=O)C2C3CCC(C3)C2C1=O)C(=O)c1ccccc1 (stereo not drawn)	102	-0.3	7	0.1	0	2	3	1	-0.6	5

Screens as filed in PubChem.

This is a random part of the collection (roughly 4.5% active in at least one column).
